Source: PubChem BioAssay
TbMetRS inhib: T. brucei MetRS inhibitors, primary screen, biochemical, luminescence; methionyl-tRNA synthetase (Trypanosoma brucei brucei); purified T. brucei MetRS, ATP depletion, Kinase-Glo luminescence; inhibition, % at 11.9 µM; 360,000 compounds, 0.4% hits; AID 624268, 2012;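 active means inhibition above a per-plate cutoff of the control wells' mean inhibition plus 3 SD, cut at about 5.5% in these data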;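 further: 0% = DMSO wells median and 100% = median of wells with control inhibitor compound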
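technique = Kinase-Glo luminescence, ATP depletion format | system = purified MetRS (methionyl-tRNA synthetase) enzyme from Trypanosoma brucei | timing = 15 min preincubation, 2 h reaction, all 25 °C | evaluation = percent inhibition versus plate control medians | dosing = single dose, 11.9 µM final nominal, 0.9% final DMSO | also added = substrates ATP, L-methionine and bulk Escherichia coli tRNA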
STEP inh: STEP phosphatase inhibitors, primary screen, biochemical, fluorescence intensity, uHTS; recombinant STEP, OMFP fluorogenic substrate; 360,000 compounds, 0.25% hits; inhibition, % at 20 µM;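 active means inhibition at 20 µM, scaled per plate between control wells, above about 37%, limit read from the data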;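 further: 0% = DMSO with enzyme and substrate and 100% = substrate only without enzyme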
Target sequence (P54829 whole entry, looked up): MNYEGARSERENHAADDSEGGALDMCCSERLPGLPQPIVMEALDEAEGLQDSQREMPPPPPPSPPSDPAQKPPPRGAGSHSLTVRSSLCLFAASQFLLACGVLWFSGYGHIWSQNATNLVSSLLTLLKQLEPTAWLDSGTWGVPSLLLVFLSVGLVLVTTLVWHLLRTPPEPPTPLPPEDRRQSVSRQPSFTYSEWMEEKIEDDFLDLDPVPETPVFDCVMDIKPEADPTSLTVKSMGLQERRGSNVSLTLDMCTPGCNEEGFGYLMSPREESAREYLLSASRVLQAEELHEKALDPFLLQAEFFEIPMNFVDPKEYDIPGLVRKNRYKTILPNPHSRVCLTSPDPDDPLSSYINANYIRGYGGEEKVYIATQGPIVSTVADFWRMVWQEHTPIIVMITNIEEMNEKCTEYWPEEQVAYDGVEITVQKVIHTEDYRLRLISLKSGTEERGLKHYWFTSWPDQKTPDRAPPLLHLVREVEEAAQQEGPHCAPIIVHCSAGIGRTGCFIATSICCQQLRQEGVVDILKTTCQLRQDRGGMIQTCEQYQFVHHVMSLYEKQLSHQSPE
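System: STEP (striatal-enriched tyrosine phosphatase) enzyme, cell-free; medium: Bis-Tris pH 6.0 buffer with DTT, detergent; dosing: 20 µM, 1% DMSO; times: reaction 20 min, ambient temperature; detection: fluorescence, 480/540 nm; read-out basis: normalized % inhibition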
NadD block: inhibitors of S. aureus NadD, primary screen, biochemical, colorimetric, uHTS. Nicotinate-nucleotide adenylyltransferase NadD (Staphylococcus aureus N315). purified NadD enzyme, colorimetric absorbance read-out. inhibition, % at 20 µM. 360,000 compounds, 0.78% hits; in the data active means inhibition above about 26%; further: some compounds past the cut are filed as inactive
MsrA inhibitor: bovine MsrA enzyme inhibitors, primary screen, biochemical, absorbance, HTS; Methionine sulfoxide reductase A (Bos taurus); purified bovine MsrA, absorbance read-out; inhibition, % at 15.5 µM; 360,000 compounds, 0.75% hits; AID 651718, 2012; in the data active means inhibition above about 4.5%;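 further: 0% = vehicle wells with enzyme and 100% = reference inhibitor wells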
SUMO1-SIM PPI: modulators of SUMO1 protein-protein interactions, primary screen, biochemical, uHTS. inhibition, % at 20 µM. 360,000 compounds, 0.33% hits. AID 602429, 2012. SUMO1 binding to a labelled peptide, TR-FRET, 1 h; in the data active means inhibition above about 37%
CSN inh: inhibitors of CSN-mediated cullin deneddylation, primary screen, biochemical, fluorescence polarization, uHTS; COP9 signalosome complex subunit 5 (Homo sapiens), Q92905; Purified CSN, SCF-Nedd8-OG deneddylation; inhibition, % at 12.5 µM; 360,000 compounds, 0.38% hits; AID 651999, 2013;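 active means pattern-corrected inhibition above about 35%, with an unprinted fluorescence ratio check between 0.5 and 1.5, limit read from the data, passing the limit was not always enough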;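 further: 0% = enzyme with substrate and 100% = substrate without enzyme; some results filed as inactive read as strong as hits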
Target sequence (Q92905 whole entry, looked up, one chain of several): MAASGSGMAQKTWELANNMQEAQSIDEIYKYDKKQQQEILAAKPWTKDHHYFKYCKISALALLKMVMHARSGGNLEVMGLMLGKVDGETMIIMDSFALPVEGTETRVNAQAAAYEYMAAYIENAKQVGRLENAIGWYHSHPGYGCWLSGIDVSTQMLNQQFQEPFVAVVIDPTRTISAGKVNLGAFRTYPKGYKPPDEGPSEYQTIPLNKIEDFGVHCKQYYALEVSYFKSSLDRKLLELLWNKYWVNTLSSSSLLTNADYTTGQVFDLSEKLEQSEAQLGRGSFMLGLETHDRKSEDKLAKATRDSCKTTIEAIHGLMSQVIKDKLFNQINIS
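Assay system: Purified human Csn5 enzyme expressed in HEK293T cells | Amount: Enzyme 0.24 nM | Measured by: Fluorescence polarization readout | Medium: Tris/NaCl/DTT buffer, pH 7.5 | Compound dosing: One concentration, 12.5 µM, 0.25% DMSO | Times: 90 min incubation of compound, enzyme and substrate at room temperature | Control set: no-enzyme wells high, enzyme-with-substrate wells low | Read-out: % inhibition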
LMPTP block: LMPTP phosphatase inhibitors, primary screen, biochemical, fluorescence intensity, uHTS | recombinant LMPTP-A, OMFP fluorogenic substrate | Low molecular weight phosphotyrosine protein phosphatase (Homo sapiens), P24666 | 360,000 compounds, 0.22% hits | inhibition, % at 20 µM;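 active means compounds that cut the enzyme signal by at least half of the control window in the single-dose screen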;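 further: plate controls were DMSO wells with enzyme plus substrate for no effect and substrate without enzyme for full effect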
Target sequence (P24666 whole entry, looked up): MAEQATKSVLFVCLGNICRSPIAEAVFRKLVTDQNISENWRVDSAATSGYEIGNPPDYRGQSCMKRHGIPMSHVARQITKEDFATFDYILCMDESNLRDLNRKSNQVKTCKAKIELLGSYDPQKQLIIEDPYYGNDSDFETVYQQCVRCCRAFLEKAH
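Test system – LMPTP-A phosphatase enzyme · Quantity – 0.625 nM LMPTP-A final · Reagent – OMFP substrate, 400 µM final · Dosing – one test concentration per compound, 20 µM, with 3% DMSO overall · Timing – 50 min enzyme reaction at room temperature, protected from light · Detection – fluorescence intensity · Controls – substrate-only low control, DMSO enzyme-plus-substrate high control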
Rpn11 block: Rpn11 (PSMD14) deubiquitinase inhibitors, primary screen, biochemical, fluorescence polarization, uHTS | human 26S proteasome, Ub4-pepOG fluorescence polarization; 20S core pre-blocked with epoxomicin | calls only at 20 µM | 360,000 compounds, 0.59% hits;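 active means inhibition at 20 µM, scaled to each plate's controls, above about 33%, limit read from the data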
DNMT1 inh: human DNMT1 methyltransferase inhibitors, primary screen, biochemical, molecular beacon, fluorescence, HinP1I cleavage, uHTS; DNA (cytosine-5)-methyltransferase 1 (Homo sapiens), P26358; inhibition (reported as % activation of signal), % at 10 µM; 360,000 compounds, 0.83% hits; in the data active means inhibition above about 50%
Scp-1 inhibitor: Scp-1 phosphatase inhibitors, primary screen, biochemical, colorimetric, uHTS; Recombinant Scp1, phosphopeptide, malachite green phosphate absorbance; inhibition, % at 20 µM; 340,000 compounds, 0.88% hits; AID 493091, 2011;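 active means inhibition above about 50% at 20 µM, limit read from the data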;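 further: plate controls were DMSO wells with enzyme for no effect and wells lacking enzyme for full effect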
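Times: enzyme reaction 45 min at room temperature, colour 5 min, stabilisation 30 min. Material: SCP-1 catalytic fragment, aa 76-261. Medium: Acidic Tris acetate buffer with magnesium and detergent. Signal: colorimetric free-phosphate detection, absorbance 630 nm. Read-out basis: % inhibition of SCP-1 phosphate liberation. Reagent: Phosphorylated 17-residue peptide substrate.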
Starred values were filed as active, the others as inactive; i = inactive; / = no result given.

SMILES	TbMetRS inhib	STEP inh	NadD block	MsrA inhibitor	SUMO1-SIM PPI	CSN inh	LMPTP block	Rpn11 block	DNMT1 inh	Scp-1 inhibitor
Cc1cccc(N2C(=NC(=O)c3ccccc3)SC3CS(=O)(=O)CC32)c1 (centres undefined)	-0.3	2	-7	-0.8	-1	-7	2.6	i	-3	-4
COc1cccc2cc(C(=O)N3CCN(C/C=C/c4ccccc4)CC3)c(=O)oc12	-0.5	0	-1	1.2	-5	-3	0.1	i	8	-3
O=[N+]([O-])c1cc(-c2nc3nc4ccccc4nc3n2CCc2ccccc2)cc([N+](=O)[O-])c1	-1.4	-2	5	0.3	-2	-1	-1.1	i	15	14
O=S(=O)(NCC1CCCO1)c1ccc(S(=O)(=O)N(Cc2ccc(F)cc2)Cc2ccco2)cc1 (centres undefined)	-0.3	-2	-4	0.2	0	-4	-1.2	i	-1	-7
COc1ccc(N2CCN(/C(=N\S(=O)(=O)c3ccccc3)Nc3nc(C)cc(C)n3)CC2)cc1	-0.7	2	-5	-0.3	-1	1	-0.2	i	-3	3
COc1ccc(-c2cc(C(=O)NC3CCCC3)no2)cc1	-0.8	-3	-3	0.1	7	1	-0.3	i	1	-8
COCCNC(=O)c1n[nH]c2ccccc12	-0.6	-1	3	-1.1	2	3	-2.6	i	-1	-2
O=C(N/N=C/c1ccccc1Br)C1CC1	-0.6	0	3	-0.2	11	0	-1.5	i	1	8
Cc1ccccc1OCC(=O)Nc1ccc(N2CCN(C)CC2)c(Cl)c1	-0.8	-3	-8	-0.9	6	6	2.0	i	1	-8
CC1(C)Cc2nc3nc(SCC(=O)NCCc4ccccc4)n(-c4ccccc4)c(=O)c3cc2CO1	-0.8	2	2	0.3	3	-6	0.2	i	4	-5
O=C(CN1CCN(Cc2ccccc2)CC1)Nc1cccc(Br)c1	0.3	-1	-11	1.5	6	-4	-0.6	i	-3	-10
O=S(=O)(c1ccccc1)c1ccc(NCc2ccco2)cc1	-0.4	-1	-3	-0.1	-1	-2	2.8	i	-11	-6
O=C1c2ccc(Cl)cc2S(=O)(=O)c2cccc(C(=O)N3CCC(Cc4ccccc4)CC3)c21	-0.2	-3	7	0.1	-26	-1	4.4	i	-8	-17
Cc1nn(Cc2ccc(F)cc2)c2sc(C(=O)Nc3ccc(N4CCOCC4)cc3N3CCOCC3)cc12	0.4	-1	-5	-1.0	0	-1	5.9	i	-15	-4
COc1cc(C2C(C(C)=O)=C(O)C(=O)N2Cc2ccccc2)ccc1O (centres undefined)	0.3	-2	4	1.9	-1	4	-0.1	i	-3	0
N#C/C=C1\n2c(nc3ccccc32)OC12CCCCC2	-1.1	1	2	0.5	0	-6	-0.7	i	-6	-2
COc1ccc(C(=O)O/N=C(\C)c2ccccc2)cc1	-3.7	-2	-6	1.0	3	-2	-0.8	i	0	-10
Cc1[nH][nH]c(=O)c1C(c1ccc(Cl)cc1)c1c(C)[nH][nH]c1=O	-0.6	-3	-3	-0.9	-2	-4	-0.2	i	-7	0
CS(=O)(=O)N1Cc2cc(C(=O)NCC3CCCCC3)nc(-c3cccc(-c4cccnc4)c3)c2[C@H]1CCO	-0.6	/	-7	0.1	2	-4	1.8	/	/	/
CNc1ncnc2c1cnn2C1CCCCO1 (centres undefined)	-0.3	0	-5	0.1	-3	0	-1.7	i	7	-3
CCN(CCn1cccn1)Cc1ccccc1OCC(O)CN1CCc2ccccc2C1 (centres undefined)	0.1	0	-4	-0.2	-6	1	3.4	i	0	-5
Cc1nnc(SCC(=O)Nc2ncc3c(n2)CC(C)(C)CC3=O)s1	0.2	0	0	-0.6	2	-4	-0.4	i	0	-4
CC(C(=O)N1CCc2ccccc21)n1cnc2c1c(=O)n(C)c(=O)n2C (centres undefined)	0.0	-4	1	0.5	3	-6	-1.0	i	-2	-5
O=C(NCCCN1CCOCC1)NC12CC3CC(CC(C3)C1)C2	-0.1	1	6	-1.0	-1	-2	-5.2	i	1	1
Cc1ccc(-c2nc(CS(=O)CC(=O)N3CCN(c4ccccc4)CC3)c(C)o2)cc1 (centres undefined)	-0.1	-2	5	-0.4	3	2	-0.8	i	-2	7
Cc1cc(C)c(OCC(=O)OCC(=O)NC2CCC(C)CC2)c(C)c1 (centres undefined)	-0.5	2	-5	1.7	-1	-8	0.8	i	3	-9
Cn1cccc1C(=O)OCC(=O)Nc1ccc2c(c1)CCC2	-0.8	-3	-10	0.4	1	1	-0.4	i	1	-5
Cc1cc(=O)oc2ccc(OCC(=O)O)cc12	-0.1	-2	-1	1.1	1	-1	-0.1	i	5	2
CCOc1ccc(CNC(=O)Nc2ccccc2)cc1	0.3	1	-11	1.3	-1	-3	-0.3	i	4	-12
COc1ccc(CC(=O)Nc2ccc3nc(SC)sc3c2)cc1OC	0.5	-1	5	-1.1	2	4	0.8	i	-2	11
COC(=O)/C=C1\S/C(=N\N=C\CC(=O)OC)NC1=O	-0.2	0	-7	1.1	4	3	-1.1	i	-2	7
Cc1ccc(-c2csc(N3CCC(C(N)=O)CC3)n2)cc1	-0.2	0	-5	0.5	3	2	-1.0	i	4	0
C=CCOCCN1C(=O)C2C(c3ccccc3)C=CC(c3ccccc3)C2C1=O (centres undefined)	-0.3	0	0	-0.8	-7	-4	-0.1	i	-8	-12
Cc1ccc(-c2cc(C(=O)O)c3cc(Br)ccc3n2)o1	0.5	0	0	2.1	15	2	-0.5	i	22	24
CCOC(=O)C1CCN(C(=O)c2ccc(Cl)c(S(=O)(=O)N3CCOCC3)c2)CC1	-0.2	-5	4	-0.9	0	-3	-1.1	i	5	-5
S=c1[nH]cc(-c2ccccc2)n1-c1cccc(Cl)c1	-1.0	1	6	-0.7	4	-6	-2.2	i	1	11
COc1ccc(CCNC(N)=S)cc1OC	0.4	1	3	-0.8	0	-18	-1.5	i	1	-10
c1ccc2cc(OCc3nc4ccccc4[nH]3)ccc2c1	6.0*	0	-1	1.0	-1	3	2.3	i	-1	-4
COc1ccc([N+](=O)[O-])cc1NC(=O)C(C)N(C)Cc1cccc(OC)c1OC (centres undefined)	-0.2	1	-6	0.2	-8	0	0.0	i	-9	-1
COc1ccc(C)cc1NC(=O)C(OC(=O)C1CC1)c1ccccc1 (centres undefined)	0.2	1	-4	-0.3	6	0	0.5	i	0	18

The closing five records of the part above come first, to join the parts:
SMILES	TbMetRS inhib	STEP inh	NadD block	MsrA inhibitor	SUMO1-SIM PPI	CSN inh	LMPTP block	Rpn11 block	DNMT1 inh	Scp-1 inhibitor
S=c1[nH]cc(-c2ccccc2)n1-c1cccc(Cl)c1	-1.0	1	6	-0.7	4	-6	-2.2	i	1	11
COc1ccc(CCNC(N)=S)cc1OC	0.4	1	3	-0.8	0	-18	-1.5	i	1	-10
c1ccc2cc(OCc3nc4ccccc4[nH]3)ccc2c1	6.0*	0	-1	1.0	-1	3	2.3	i	-1	-4
COc1ccc([N+](=O)[O-])cc1NC(=O)C(C)N(C)Cc1cccc(OC)c1OC (centres undefined)	-0.2	1	-6	0.2	-8	0	0.0	i	-9	-1
COc1ccc(C)cc1NC(=O)C(OC(=O)C1CC1)c1ccccc1 (centres undefined)	0.2	1	-4	-0.3	6	0	0.5	i	0	18
Cc1cccc(N(C)S(=O)(=O)c2c(C)noc2C)c1	0.5	-1	0	2.6	4	1	0.9	i	0	-2
COc1ccc(-c2cc(C(F)(F)F)nc(SCC(=O)Nc3cc(C)on3)n2)cc1OC	-1.1	3	-6	1.1	-2	2	1.4	i	-3	-6
CCC(=O)N1c2ccc(S(=O)(=O)N3CCN(CC)CC3)cc2CC1C (centres undefined)	-0.6	-1	-9	0.4	-5	-3	-1.4	i	3	-3
Cc1cc(C)n2c(=O)[nH]nc2c1	0.2	-1	2	0.4	-11	2	-2.0	i	1	-4
CC[N+](CC)(CC=C(C)C)CC(=O)OC	-1.6	-7	1	0.9	3	1	-1.7	i	3	-6
O=C(CNC(=O)c1ccco1)NCc1ccc2c(c1)OCO2	-0.2	-3	-2	-0.5	3	-7	0.2	i	-1	5
O=C(NCC1CCCO1)c1ccc(S(=O)(=O)N2CCCCC2)cc1 (centres undefined)	0.5	-6	1	2.3	-1	1	-0.8	i	1	3
O=C(CCC1CCCCC1)Nc1ccc(S(=O)(=O)Nc2nccs2)cc1	0.8	2	7	3.2	5	-2	2.3	i	3	-7
CCn1c(SCC(=O)Nc2nccs2)nnc1-c1ccc(S(=O)(=O)N2CCCCCC2)cc1	0.6	1	0	0.1	-2	1	-0.4	i	1	-2
CC1(C)CC(=O)C/C(=N\NC(=O)CCc2ccc(S(=O)(=O)N3CCOCC3)cc2)C1	-1.0	-5	1	-0.6	-2	-6	-0.7	i	9	-2
CSc1ccccc1NC(=O)c1cccnc1	-0.5	0	-3	0.5	-1	-6	-0.4	i	-1	-4
Cc1c(Br)c([N+](=O)[O-])nn1CC(=O)c1ccccc1	0.9	-2	-2	-0.2	-12	-6	-0.5	i	1	-13
COc1cccc(/C=C2\SC(=O)N(CCC(=O)NNC(=O)c3ccccc3Cl)C2=O)c1	0.3	0	3	0.6	-5	-4	-1.6	i	11	-10
COc1ccccc1-c1nc2c(c(SCC(=O)N3CCCCC3)n1)Cc1c(CO)cnc(C)c1O2	-0.3	0	2	1.5	-17	3	0.2	i	0	-5
